# M1 PAM – human M1 muscarinic receptor positive allosteric modulators, primary screen, CHO-K1 cells, Fluo-8 calcium fluorescence, 1536-well; Muscarinic acetylcholine receptor M1 (Homo sapiens), P11229; CHO-K1 hM1, ACh EC20; 0% = ACh EC20, 100% = maximal ACh; activation, % at 3 µM; 360,000 compounds, 0.088% hits; AID 588819, 2011; in the data active = activation above about 19%, passing the limit was not always enough
# M1 ag – human M1 muscarinic receptor agonists, primary screen, Fluo-8 calcium fluorescence, CHO-K1 cells, HTS; CHO-K1 hM1, agonist mode; 0% DMSO, 100% acetylcholine EC100; activation, % at 3 µM; 360,000 compounds, 0.33% hits; AID 588814, 2011;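 active = activation above the run's mean compound activation plus 3 SD, cut at about 16% in these data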;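 also: peak over basal fluorescence ratio within a 140 s kinetic read after compound addition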
# CHRM5 PAM – human M5 muscarinic receptor positive allosteric modulators, primary screen, CHO-K1 cells, Fluo-8 calcium fluorescence; Muscarinic acetylcholine receptor M5 (Homo sapiens), P08912; CHO-K1 hM5, ACh EC20 PAM; 0% = ACh EC20, 100% = ACh EC100; activation, % at 3 µM; 360,000 compounds, 0.3% hits;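 active = activation above the run cutoff, the mean activation of all test compounds plus 3 SD, cut at about 18% in these data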
# Target sequence (P08912 whole entry, looked up): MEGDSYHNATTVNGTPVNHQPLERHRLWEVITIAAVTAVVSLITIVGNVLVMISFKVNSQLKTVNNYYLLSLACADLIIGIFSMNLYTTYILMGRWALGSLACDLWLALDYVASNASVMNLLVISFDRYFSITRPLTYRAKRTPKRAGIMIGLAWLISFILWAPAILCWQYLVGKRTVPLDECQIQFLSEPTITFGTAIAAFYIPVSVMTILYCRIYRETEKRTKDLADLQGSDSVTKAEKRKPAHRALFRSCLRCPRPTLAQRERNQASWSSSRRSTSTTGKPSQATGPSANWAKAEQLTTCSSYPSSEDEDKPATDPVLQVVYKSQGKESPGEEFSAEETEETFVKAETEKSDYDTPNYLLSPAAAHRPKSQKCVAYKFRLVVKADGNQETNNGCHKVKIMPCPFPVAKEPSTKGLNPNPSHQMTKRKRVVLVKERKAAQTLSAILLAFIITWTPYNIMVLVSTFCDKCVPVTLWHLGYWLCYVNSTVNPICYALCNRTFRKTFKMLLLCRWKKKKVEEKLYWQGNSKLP
#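 system = human M5 receptor in CHO-K1 cells | compound = one concentration, 3 µM final (nominal) | schedule = Post-acetylcholine fluorescence recording 140 s | signal = Fluo-8 calcium dye fluorescence, kinetic read | benchmarks = low control EC20 acetylcholine (0%), high control EC100 acetylcholine (100%) | repeats = singlicate, one well per test compound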
# CHRM5 antagonist – human M5 muscarinic receptor antagonists, primary screen, CHO cells, Fluo-8 calcium fluorescence; inhibition, % at 3 µM; AID 624040, 2012; 360,000 compounds, 0.59% hits; Muscarinic acetylcholine receptor M5 (Homo sapiens), P08912; CHO-hM5 cells, ACh EC80;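 active = inhibition above a per-plate cutoff, the mean of that plate's test compounds plus 3 SD, cut at about 27% in these data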;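 also: 0% = acetylcholine EC80 with DMSO and 100% = DMSO without agonist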
# TAAR1 agonist – human TAAR1 agonists, primary screen, Fluo-8 calcium fluorescence, CHO RD-HGA16 cells; 360,000 compounds, 0.99% hits; vehicle wells 0%, saturating PEA agonist 100%; activation, % at 3 µM; AID 624467, 2012; Trace amine-associated receptor 1 (Homo sapiens), Q96RJ0;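 active = activation above the mean activation of all test compounds in the run plus 3 SD, cut at about 38% in these data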
# Target sequence (Q96RJ0 whole entry, looked up): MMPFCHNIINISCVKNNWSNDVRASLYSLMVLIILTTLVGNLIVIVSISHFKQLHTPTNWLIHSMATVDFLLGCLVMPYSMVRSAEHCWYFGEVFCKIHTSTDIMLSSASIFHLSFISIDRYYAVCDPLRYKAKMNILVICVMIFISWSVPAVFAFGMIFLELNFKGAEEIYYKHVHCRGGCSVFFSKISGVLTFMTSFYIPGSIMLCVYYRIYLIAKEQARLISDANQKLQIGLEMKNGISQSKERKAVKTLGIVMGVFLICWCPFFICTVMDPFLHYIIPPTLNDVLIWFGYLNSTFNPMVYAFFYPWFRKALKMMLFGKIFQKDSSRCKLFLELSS
#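 Test system: RD-HGA16 (CHO) cells co-expressing Gα16 and hTAAR1; dosing: one-point dosing at 3 µM (nominal); timing: 17-24 h seeding, 75 min 37 °C dye, 30 min RT; signal: kinetic Fluo-8 calcium fluorescence; read-out basis: % activation relative to PEA EC100 response; controls: DMSO and PEA EC100; replicates: n 1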
# M5 ag – human M5 muscarinic receptor agonists, primary screen, CHO-K1 cells, Fluo-8 calcium fluorescence. Muscarinic acetylcholine receptor M5 (Homo sapiens), P08912. CHO-K1 hM5 cells; 0% DMSO wells, 100% maximal acetylcholine response. activation, % at 3 µM. 360,000 compounds, 0.19% hits. AID 624037, 2012;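 active = activation above the run's mean over test compounds plus 3 SD, cut at about 23% in these data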;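 also: signal is peak over basal fluorescence ratio across the kinetic read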
# M1 antag – human M1 muscarinic receptor antagonists, primary screen, CHO-K1 cells, Fluo-8 calcium fluorescence, 1536-well | Muscarinic acetylcholine receptor M1 (Homo sapiens), P11229 | CHO-K1 hM1, ACh EC80 antagonist | inhibition, % at 3 µM | 360,000 compounds, 1.3% hits | AID 588852, 2011;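 active = percent inhibition above its own plate's cutoff, namely the mean of that plate's compound wells plus 3 SD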;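 also: peak over basal fluorescence ratio during 140 s after agonist addition; 0% = ACh EC80 plus DMSO and 100% = DMSO alone without agonist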
# M4 ag – human M4 muscarinic receptor agonists, primary screen, CHO-K1 cells, Fluo-8 calcium fluorescence. Muscarinic acetylcholine receptor M4 (Homo sapiens), P08173. CHO-K1 hM4/Gqi5; vehicle 0%, full acetylcholine response 100%. activation, % at 3 µM. 360,000 compounds, 0.14% hits. AID 624127, 2012;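 active = activation above the run mean over all test wells plus 3 SD, cut at about 32% in these data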;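 also: peak over basal fluorescence ratio per well then scaled between controls; 0% = DMSO wells and 100% = acetylcholine at EC100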
# CHRM4 antagonist – human M4 muscarinic receptor antagonists, primary screen, CHO cells, Fluo-8 calcium fluorescence; CHO-hM4 cells, ACh EC80; inhibition, % at 3 µM; 360,000 compounds, 0.73% hits; AID 624125, 2012;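 active = inhibition above its plate's cutoff, the mean inhibition of sample wells plus 3 SD, cut at about 27% in these data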;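 also: 0% = acetylcholine EC80 with DMSO and 100% = DMSO without agonist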
# The depositor's hits bear a star.
SMILES,M1 PAM,M1 ag,CHRM5 PAM,CHRM5 antagonist,TAAR1 agonist,M5 ag,M1 antag,M4 ag,CHRM4 antagonist
O=C(Nc1nnc(-c2ccc(F)cc2)s1)c1ccco1,-9,0,0,0,-1,-3,17,1,5
COc1ccc(-c2cc(-c3ccccc3)nc(-c3ccc4c(c3)NC(=O)CO4)c2)cc1,9,-3,-1,1,3,-1,-7,1,3
Cc1cnc(NC2=NCCC2)s1,12,-10,-2,3,1,0,-12,0,4
Clc1ccc(NCc2nnc3n2CCCCC3)cc1,10,-1,3,0,3,-1,-7,1,-4
CC(=O)c1cc2c(cc1NC(=O)CN1CCCCCCC1)OCO2,3,-3,2,-6,20,-6,-3,-1,10
O=c1[nH]c(=O)c2nc3ccccc3nc2[nH]1,5,-2,2,4,2,5,-3,1,14
Cc1oc(-c2ccccc2Cl)nc1CS(=O)(=O)CC(=O)NC1CCCC1,9,0,1,1,1,2,-14,3,-4
O=C(NCCOc1ccccc1F)Nc1ccc(Br)cc1,-4,-2,-11,0,12,2,6,8,1
C/C(N)=C(/C#N)C(=O)CSc1nc2ccc(C)cc2[nH]1,0,-3,0,-11,4,4,4,2,0
COc1ccc(C(=O)CSc2ccc3nnc(-c4cccnc4)n3n2)cc1,9,-4,-7,-6,1,0,-4,1,-7
Cc1cccc(C)c1NC(=O)CCCCCC1NC(=O)NC1C (stereo not drawn),-2,-2,1,8,5,-1,5,0,-4
COC(=O)c1ccc(NC(=O)c2snnc2-c2ccccc2)cc1,-10,-16,-6,-8,8,-7,-7,6,-27
CCCc1nc2ccc(C(=O)OC)cn2c1Cc1ccccc1C(F)(F)F,-3,-5,-10,4,3,-6,-25,-3,4
COc1ccc(S(=O)(=O)N2CCCC(C(=O)NCC3CCCO3)C2)cc1OC (stereo not drawn),6,-5,1,2,2,0,-6,1,-5
Cc1ccc(CNC(=O)COC(=O)c2cnc(C)cn2)cc1,5,1,7,2,6,2,-1,1,1
O=c1c(Br)c(N2CCOCC2)cnn1-c1ccccc1,6,-8,-5,-2,1,-4,-11,0,-1
O=C(CSc1nc(=O)n(CCCN2CCOCC2)c2c1CCCC2)Nc1ccc(F)cc1,-4,-7,-4,6,-1,-2,31*,1,-11
CC(=O)C1=NOC(CNC(=O)c2c(-c3ccccc3Cl)noc2C)C1 (stereo not drawn),4,-1,-3,1,5,0,-19,0,6
C=CCn1c(SCC(=O)C(C)(C)C)nnc1-c1cccs1,8,-6,4,-10,4,1,-9,1,3
CCOC(=O)C1(C)CCCN(C(=O)c2cc(F)ccc2C)C1 (stereo not drawn),19,-1,2,-3,0,0,-30,1,-13
COc1ccc(/C=C/C(=O)NCCc2nc3ccccc3[nH]2)cc1,6,-1,-2,4,2,0,-15,5,0
CN1/C(=C\C(=O)c2cccc([N+](=O)[O-])c2)Sc2ccccc21,8,-6,9,-5,-1,-1,-8,0,1
O=C(Cn1ncc(Cl)c(Cl)c1=O)N1CCc2ccccc21,-4,-3,-3,2,4,-10,6,1,-25
O=C(COC(=O)c1ccc(S(=O)(=O)NCc2ccco2)cc1)Nc1ccc(OC(F)F)cc1,-3,-4,-6,-3,10,-3,1,2,1
Cc1ccc(C)c(S(=O)(=O)N2CCN(C(=O)[C@@H]3CCCN3C(=O)c3cccs3)CC2)c1,6,-5,-1,9,3,3,-5,1,-1
CCOC(=O)CSc1nn(C)c(=S)s1,-2,-4,-2,-2,-1,1,0,-1,10
O=c1c2ccccc2nc(-c2ccccc2Cl)n1O,12,-4,-1,9,6,1,-4,0,1
Cc1cc(C)cc(NC(=O)Nc2ccc(-n3ccc(C(F)(F)F)n3)cc2)c1,-9,-1,-24,22,4,1,18,9,24
Cn1c(=O)c2c(nc(SCC(=O)N3c4ccccc4CCc4ccccc43)n2C)n(C)c1=O,-12,-2,-10,7,3,3,19,7,10
Cc1ccc([C@H]2C[C@H](n3cc(C4CC4)nn3)[C@@H](O)CN2C(=O)c2cccs2)cc1,-1,-1,-1,-14,1,2,11,3,-4

# Laid out differently: results already given
canonical_smiles	M1 PAM	M1 ag	CHRM5 PAM	CHRM5 antagonist	TAAR1 agonist	M5 ag	M1 antag	M4 ag	CHRM4 antagonist
O=C(Nc1nnc(-c2ccc(F)cc2)s1)c1ccco1	-9	0	0	0	-1	-3	17	1	5
COc1ccc(-c2cc(-c3ccccc3)nc(-c3ccc4c(c3)NC(=O)CO4)c2)cc1	9	-3	-1	1	3	-1	-7	1	3
Cc1cnc(NC2=NCCC2)s1	12	-10	-2	3	1	0	-12	0	4
Clc1ccc(NCc2nnc3n2CCCCC3)cc1	10	-1	3	0	3	-1	-7	1	-4
CC(=O)c1cc2c(cc1NC(=O)CN1CCCCCCC1)OCO2	3	-3	2	-6	20	-6	-3	-1	10
O=c1[nH]c(=O)c2nc3ccccc3nc2[nH]1	5	-2	2	4	2	5	-3	1	14
Cc1oc(-c2ccccc2Cl)nc1CS(=O)(=O)CC(=O)NC1CCCC1	9	0	1	1	1	2	-14	3	-4
O=C(NCCOc1ccccc1F)Nc1ccc(Br)cc1	-4	-2	-11	0	12	2	6	8	1
C/C(N)=C(/C#N)C(=O)CSc1nc2ccc(C)cc2[nH]1	0	-3	0	-11	4	4	4	2	0
COc1ccc(C(=O)CSc2ccc3nnc(-c4cccnc4)n3n2)cc1	9	-4	-7	-6	1	0	-4	1	-7
Cc1cccc(C)c1NC(=O)CCCCCC1NC(=O)NC1C (stereo not drawn)	-2	-2	1	8	5	-1	5	0	-4
COC(=O)c1ccc(NC(=O)c2snnc2-c2ccccc2)cc1	-10	-16	-6	-8	8	-7	-7	6	-27
CCCc1nc2ccc(C(=O)OC)cn2c1Cc1ccccc1C(F)(F)F	-3	-5	-10	4	3	-6	-25	-3	4
COc1ccc(S(=O)(=O)N2CCCC(C(=O)NCC3CCCO3)C2)cc1OC (stereo not drawn)	6	-5	1	2	2	0	-6	1	-5

# Carrying on.
SMILES,M1 PAM,M1 ag,CHRM5 PAM,CHRM5 antagonist,TAAR1 agonist,M5 ag,M1 antag,M4 ag,CHRM4 antagonist
CCOc1ccc(-n2c(SCC(N)=O)nc3c([nH]c4ccccc43)c2=O)cc1,8,-3,-4,-2,-1,-2,-20,0,-17
CC(C)c1ccc(NC(=O)C(c2ccc3c(c2)OCO3)N2CCCCC2)cc1 (stereo not drawn),3,1,-6,-2,6,-1,-2,2,-10
COc1ccc(N2CCN(C3CCCN(Cc4cccc(OC)c4)C3)CC2)cc1 (stereo not drawn),11,-8,13,-3,1,-2,-10,1,-8
COc1cccc(/C=C(\CC(=O)O)c2nc3ccccc3s2)c1,4,-2,5,12,4,-1,4,2,-6
COc1ccccc1CN1CC(C(=O)NCc2nc3ccccc3n2C)CCC1=O (stereo not drawn),6,-4,1,-4,0,-4,-1,0,-5
COc1cc(OC)cc(C(=O)Nc2cc(-c3cn4cccnc4n3)ccc2C)c1,7,-5,6,2,1,1,-8,5,-13
CC(=O)c1sc(NC(=O)CCCc2nc3ccccc3c(=O)[nH]2)nc1-c1ccccc1,4,-6,-14,3,6,-7,-4,7,1
Nc1cc(=O)[nH]c(SCc2ccc(Cl)cc2)n1,0,0,-4,3,4,6,2,2,-1
COc1ccc(-n2c(CNc3ccc(C)cc3)nnc2SCc2ccccc2)cc1,15,3,-1,2,1,-3,-9,0,-3
O=S(=O)(CCc1nc2ccccc2[nH]1)c1ccc(Br)cc1,5,-3,-4,14,4,0,-5,0,8

# Entries of single compounds, looked up by structure. Screens in order: M1 PAM, M1 ag, CHRM5 PAM, CHRM5 antagonist, TAAR1 agonist, M5 ag, M1 antag, M4 ag, CHRM4 antagonist
# CC(=O)c1sc(NC(=O)CCCc2nc3ccccc3c(=O)[nH]2)nc1-c1ccccc1 as listed: 4, -6, -14, 3, 6, -7, -4, 7, 1
# Nc1cc(=O)[nH]c(SCc2ccc(Cl)cc2)n1 as listed: 0, 0, -4, 3, 4, 6, 2, 2, -1

# Other compounds
SMILES,M1 PAM,M1 ag,CHRM5 PAM,CHRM5 antagonist,TAAR1 agonist,M5 ag,M1 antag,M4 ag,CHRM4 antagonist
Nc1ccn(C(C=O)CC(C=O)CO)c(=O)n1 (stereo not drawn),1,-3,-3,-4,4,3,-3,2,-5
O=C(NN1CCOCC1)c1ccc(S(=O)(=O)N2CCCCC2)cc1,9,-1,1,12,2,-3,-3,0,-12
CC1CCC2(CC1)NC(=O)N(CC(=O)Nc1ccccc1-c1ccccc1)C2=O (stereo not drawn),3,-9,2,-15,11,9,-3,2,-10
Cc1cccc(NS(=O)(=O)c2cccc(C(=O)N3CC(C)OC(C)C3)c2)c1 (stereo not drawn),5,-2,-3,-1,4,-2,-4,1,-5
COc1ccccc1N(C)S(=O)(=O)c1ccc(C(=O)Nc2cccc(Br)c2)cc1,-15,-1,-21,25,6,1,22,10,13
COc1ccc(NC(=O)c2c(Cl)cnn2C)c(C)c1,7,-8,-6,9,2,-3,-4,0,-12
CCCc1cc(N2CCCC2)n2nc(C)c(-c3ccccc3)c2n1,-3,-2,-6,5,10,-4,1,-1,-1
CCn1c(=O)cc(OCC(=O)NCCCN2CC(C)CC(C)C2)c2ccccc21 (stereo not drawn),3,-5,-3,-3,2,-4,5,0,-2
COc1ccccc1CNC(=O)CCCOc1cc(=O)n(C)c2ccccc12,6,-4,9,0,10,-10,-12,1,0
COc1ccc(C(=O)O/N=C(/c2ccccc2)c2ccncc2)cc1OC,-9,5,-12,4,15,2,16,12,3
O=C(Nc1ccccc1C(=O)O)c1ccc(Br)c(S(=O)(=O)NCc2ccccc2)c1,3,1,12,-9,10,3,3,-2,0
COc1ccc([C@H]2C[C@@H](n3cc(COC(=O)c4ccccc4)nn3)[C@H](O)CN2C(=O)C2CCCCC2)cc1,15,9,-4,16,3,0,1,6,-13
O=C(NC(=S)NCc1ccccc1)C1CCCCC1,1,-7,2,-6,20,-9,-10,-2,-1
COc1cc(OC)c(C2SCCS2)c(OC)c1,5,-8,-1,-2,7,-4,-2,0,3
CC1CCCN(CCCNC(=O)c2ccc(NC(=O)C3=CSCCO3)cc2)C1 (stereo not drawn),17,-6,10,-10,0,3,-16,0,0
CCc1ccc2c(CC(=O)Nc3cccc(S(=O)(=O)N4CCOCC4)c3)coc2c1,-5,-4,-6,9,15,0,9,5,-1

# From PubChem BioAssay

# Not all compounds are listed; rates above refer to the full screens.
